# BioA inh = M. tuberculosis BioA enzyme inhibitors, primary screen, biochemical, plate reader, single point, HTS | purified M. tuberculosis BioA enzyme | 360,000 tested, 0.096% active | 7,8-diaminopelargonic acid synthase BioA (Mycobacterium tuberculosis) | inhibition, % at 9.99 µM; in the data active means inhibition above about 40%
# * = called active by the depositor. This is a subset (hit frequency here may not be typical).
Molecule | BioA inh
CO[C@@H]1CN(C)C(=O)c2ccc(NC(=O)C3CCC3)cc2OC[C@@H](C)N(Cc2nccs2)C[C@@H]1C | 21
Cc1ccc(S(=O)(=O)N[C@H]2CC[C@@H](CCn3cc(C4(O)CCCC4)nn3)O[C@@H]2CO)cc1 | -4.6
O=C(NCC[C@H]1CC[C@@H](NC(=O)c2ccccc2F)[C@@H](CO)O1)c1ccc2c(c1)OCO2 | 1.4
CC(C)C#Cc1cnc2c(c1)C(=O)N([C@H](C)CO)C[C@@H](C)[C@@H](CN(C)C(=O)Nc1ccccc1F)O2 | -1.1
Cc1ccc(S(=O)(=O)Nc2ccc3c(c2)C(=O)N([C@@H](C)CO)C[C@@H](C)[C@@H](CN(C)C(=O)Nc2c(C)noc2C)OCCCC[C@@H](C)O3)cc1 | 2.1
Cc1ccc(S(=O)(=O)Nc2ccc3c(c2)C(=O)N([C@@H](C)CO)C[C@@H](C)[C@@H](CN(C)C(=O)NC2CCCCC2)OCCCC[C@@H](C)O3)cc1 | -1.2
C[C@@H]1CN([C@H](C)CO)C(=O)c2cc(NS(=O)(=O)c3ccc(F)cc3)ccc2O[C@H]1CN(C)CC1CC1 | 0.7
CCCNC(=O)C[C@@H]1C[C@@H]2c3cc(NC(=O)Cc4ccncc4)ccc3O[C@@H]2[C@@H](CO)O1 | -1.7
Cc1noc(C)c1NC(=O)Nc1ccc2c(c1)C(=O)N(C)[C@@H]1CC[C@H](CC(=O)N[C@H]3CCN(Cc4ccccc4)C3)O[C@H]1CO2 | 3.2
COc1ccc(NC(=O)Nc2ccc3c(c2)C(=O)N([C@@H](C)CO)C[C@H](C)[C@H](CN(C)CC2CCCCC2)O3)cc1 | -0.3
COc1ccc(S(=O)(=O)Nc2cccc3c2O[C@@H](CN(C)S(=O)(=O)c2cn(C)cn2)[C@@H](C)CN([C@H](C)CO)C3=O)cc1 | -0.8
CCS(=O)(=O)Nc1ccc2c(c1)C(=O)N(C)[C@@H]1CC[C@H](CC(=O)N3CCCCC3)O[C@@H]1CO2 | -0.6
CO[C@@H]1CN(C)C(=O)c2cc(NC(=O)NC(C)C)ccc2OC[C@H](C)N(Cc2cncnc2)C[C@@H]1C | -2.9
C[C@H](CO)N1C[C@H](C)[C@H](CN(C)S(=O)(=O)c2ccc(F)cc2)OCc2ccccc2-c2ccccc2C1=O | 1.5
O=C(CN1CCOCC1)N1CCCCN2[C@H](CO)[C@H](c3ccc(C#Cc4ccccc4)cc3)[C@H]2C1 | -0.8
C[C@@H]1CN([C@@H](C)CO)S(=O)(=O)c2ccc(C#CC3(O)CCCC3)cc2O[C@@H]1CN(C)C(=O)c1ccccc1 | 2.3

# 4 entries from above, field by field:
C[C@H](CO)N1C[C@H](C)[C@H](CN(C)S(=O)(=O)c2ccc(F)cc2)OCc2ccccc2-c2ccccc2C1=O
  BioA inh = 1.5

COc1ccc(NC(=O)Nc2ccc3c(c2)C(=O)N([C@@H](C)CO)C[C@H](C)[C@H](CN(C)CC2CCCCC2)O3)cc1
  BioA inh = -0.3

O=C(CN1CCOCC1)N1CCCCN2[C@H](CO)[C@H](c3ccc(C#Cc4ccccc4)cc3)[C@H]2C1
  BioA inh = -0.8

C[C@@H]1CN([C@@H](C)CO)S(=O)(=O)c2ccc(C#CC3(O)CCCC3)cc2O[C@@H]1CN(C)C(=O)c1ccccc1
  BioA inh = 2.3

# Going on with the list:
Molecule | BioA inh
Cc1noc(C)c1S(=O)(=O)N(C)C[C@H]1OCCCC[C@H](C)Oc2ccc(NS(=O)(=O)c3ccc(F)cc3)cc2C(=O)N([C@@H](C)CO)C[C@@H]1C | 1.5
COc1ccc(CN(C)C[C@@H]2OCCCC[C@@H](C)Oc3ccc(NS(=O)(=O)c4ccc(Cl)cc4)cc3C(=O)N([C@@H](C)CO)C[C@H]2C)cc1 | -0.6
Cc1cc(C(=O)Nc2cccc3c2O[C@H](CN(C)S(C)(=O)=O)[C@H](C)CN([C@@H](C)CO)C3=O)n(C)n1 | -6.1
Cc1ccc(S(=O)(=O)Nc2ccc3c(c2)CC(=O)N([C@H](C)CO)C[C@H](C)[C@H](CN(C)Cc2ccc(C(=O)Nc4ccccc4N)cc2)O3)cc1 | -1.9
COc1ccc(CN(C)C[C@H]2OCCCC[C@H](C)Oc3ccc(NS(=O)(=O)c4c(C)noc4C)cc3C(=O)N([C@@H](C)CO)C[C@@H]2C)cc1 | 0.8
OC[C@H]1[C@H](c2ccc(-c3ccc(F)cc3)cc2)[C@H]2CN(CCC(F)(F)F)CCCCN21 | 2.9
COc1ccccc1C#Cc1ccc2c(c1)[C@H]1[C@H](CCN1C(=O)c1cccc(F)c1)[C@H](CO)N2 | -3.3
C[C@H]1CCCCO[C@H](CN(C)C(=O)c2ccncc2)[C@@H](C)CN([C@@H](C)CO)C(=O)c2cc(NS(=O)(=O)c3ccc(Cl)cc3)ccc2O1 | 0.8
CC(C)NC(=O)NCC[C@H]1CC[C@H](NC(=O)c2ccc(F)cc2)[C@H](CO)O1 | 1.0
COc1ccc(S(=O)(=O)N2CCCCN3[C@H](CO)[C@H](c4ccc(C5=CCCCC5)cc4)[C@@H]3C2)cc1 | -2.1
C[C@@H]1CN([C@H](C)CO)C(=O)Cc2cc(NC(=O)Nc3cccc4ccccc34)ccc2O[C@H]1CN(C)CC1CCCCC1 | -2.3
CC(C)CC#Cc1ccc2c(c1)O[C@@H](CN(C)Cc1cccnc1)[C@H](C)CN([C@H](C)CO)S2(=O)=O | 0.4
C[C@@H]1CN([C@@H](C)CO)C(=O)Cc2cc(N(C)C)ccc2O[C@H]1CN(C)CC1CCCCC1 | 2.2
C[C@@H]1CN([C@H](C)CO)C(=O)Cc2cc(NC(=O)C3CCCCC3)ccc2O[C@H]1CN(C)S(=O)(=O)c1ccc(F)cc1 | 3.2
COCC(=O)Nc1ccc2c(c1)C(=O)N(C)[C@@H]1CC[C@H](CC(=O)NCC3CCCCC3)O[C@H]1CO2 | -2.8
C[C@@H]1CN([C@@H](C)CO)C(=O)c2ccccc2-c2ccccc2CO[C@@H]1CN(C)Cc1ccc(C(=O)O)cc1 | -1.5
CCCNC(=O)[C@@H]1[C@@H](CO)[C@@H]2Cn3c(ccc(-c4ccccc4F)c3=O)[C@@H]2N1CC1CC1 | 2.4
C[C@@H]1CN([C@H](C)CO)S(=O)(=O)c2ccc(-c3ccccc3)cc2O[C@H]1CN(C)S(=O)(=O)c1ccccc1F | 0.0
O=C(Nc1ccccc1F)N[C@@H]1CC[C@H](CCNC(=O)C2CC2)O[C@H]1CO | -6.2
C[C@@H]1CN([C@@H](C)CO)C(=O)c2cccc(NS(=O)(=O)c3ccccc3)c2O[C@H]1CN(C)Cc1ccc(-c2ccccc2)cc1 | -3.6
COc1ccccc1NC(=O)N1C[C@@H]2[C@H](c3ccccc31)[C@H](CO)N2CC1CCCC1 | 2.9
COc1cccc(NC(=O)N(C)C[C@@H]2Oc3cc(-c4cccc(C(=O)N(C)C)c4)ccc3S(=O)(=O)N([C@@H](C)CO)C[C@@H]2C)c1 | -0.4
COc1ccc(-c2cn(CC[C@@H]3CC[C@H](NC(=O)CCN4CCCCC4)[C@@H](CO)O3)nn2)cc1 | -0.1
COc1ccc(NC(=O)Nc2ccc3c(c2)C(=O)N([C@@H](C)CO)C[C@@H](C)[C@@H](CN(C)C(=O)Nc2c(C)noc2C)O3)cc1 | 1.0

# By substructure, those above containing a Cl atom (two)
Molecule | BioA inh
COc1ccc(CN(C)C[C@@H]2OCCCC[C@@H](C)Oc3ccc(NS(=O)(=O)c4ccc(Cl)cc4)cc3C(=O)N([C@@H](C)CO)C[C@H]2C)cc1 | -0.6
C[C@H]1CCCCO[C@H](CN(C)C(=O)c2ccncc2)[C@@H](C)CN([C@@H](C)CO)C(=O)c2cc(NS(=O)(=O)c3ccc(Cl)cc3)ccc2O1 | 0.8

# Additional results
Molecule | BioA inh
C[C@H](CO)N1C[C@H](C)[C@H](CN(C)Cc2ccccc2)Oc2ccc(N(C)C)cc2CC1=O | 0.2
C[C@@H]1CN([C@H](C)CO)C(=O)c2cc(C#CC3CC3)cnc2O[C@@H]1CN(C)C | 0.0
C[C@@H]1CN([C@@H](C)CO)S(=O)(=O)c2ccc(-c3cncnc3)cc2O[C@@H]1CN(C)C(=O)C1CCCCC1 | 0.2
Cc1ccccc1S(=O)(=O)N1[C@H](C#N)[C@@H](c2ccc(C#CC3CCCCC3)cc2)[C@@H]1CO | -1.4
COC(=O)C[C@@H]1C[C@H]2c3cc(NC(=O)c4cccnc4)ccc3O[C@H]2[C@@H](CO)O1 | 18
C[C@@H]1CN([C@H](C)CO)C(=O)c2cccc(NC(=O)Nc3ccc(C(F)(F)F)cc3)c2O[C@H]1CN(C)Cc1ccc(-c2ccccc2)cc1 | -0.1
O=C(NCC[C@H]1CC[C@H](NC(=O)C2CCCCC2)[C@H](CO)O1)c1cc(Cl)cc(Cl)c1 | 0.1
C[C@@H]1CN([C@H](C)CO)S(=O)(=O)c2ccc(-c3ccc(C#N)cc3)cc2O[C@H]1CN(C)C(=O)C1CC1 | 2.4
Cc1ccccc1S(=O)(=O)NCC[C@H]1CC[C@H](NC(=O)C2CCCCC2)[C@H](CO)O1 | 4.0
CO[C@H]1CN(C)C(=O)c2ccc(NS(=O)(=O)c3ccc(Cl)cc3)cc2OC[C@H](C)N(C(=O)NC(C)C)C[C@@H]1C | -1.5
CO[C@@H]1CN(C)C(=O)c2ccc(NC(=O)C3CCCCC3)cc2OC[C@H](C)N(C)C[C@@H]1C | -1.6
O=C(C[C@H]1CC[C@@H]2[C@H](COC[C@@H](O)CN2C(=O)Nc2ccc(F)cc2)O1)NCCCN1CCOCC1 | -1.2
O=C(C[C@H]1CC[C@@H]2[C@H](COC[C@H](O)CN2S(=O)(=O)c2ccc(Cl)cc2)O1)N[C@@H]1CCN(Cc2ccccc2)C1 | 1.9
C[C@@H]1CCCCO[C@@H](CN(C)S(=O)(=O)c2cn(C)cn2)[C@H](C)CN([C@H](C)CO)C(=O)c2cc(NC(=O)Nc3ccc(C(F)(F)F)cc3)ccc2O1 | 2.9
CCNC(=O)C[C@@H]1CC[C@H]2[C@H](COc3ccc(NC(=O)Nc4ccccc4F)cc3C(=O)N2C)O1 | -0.6
C[C@H]1CN([C@@H](C)CO)S(=O)(=O)c2ccc(C#CCN(C)C)cc2O[C@H]1CN(C)Cc1ccccc1F | 1.5
COc1ccc(CN(C)C[C@H]2Oc3c(NC(=O)C4CCCCC4)cccc3C(=O)N([C@H](C)CO)C[C@H]2C)cc1 | 0.5
OC[C@H]1[C@H](c2ccc(-c3cccc(F)c3)cc2)[C@@H]2CN(Cc3cncnc3)CCCCN12 | -0.6
CN1[C@@H]2c3ccc(/C=C/c4ccccc4)c(=O)n3C[C@@H]2[C@@H](CO)[C@@H]1C(=O)NCCCN1CCOCC1 | 1.3
CC(C)C#Cc1ccc2c(c1)O[C@H](CN(C)Cc1cccnc1)[C@@H](C)CN([C@H](C)CO)S2(=O)=O | 7.8
CC(=O)N1[C@@H]2c3ccc(C4=CCCCC4)c(=O)n3C[C@H]1[C@H](CO)[C@H]2C(=O)N[C@@H](C)c1ccccc1 | 0.9
Cc1noc(C)c1NC(=O)N[C@@H]1CC[C@@H](CC(=O)N2CCN(C)CC2)O[C@H]1CO | -0.5
COCC(=O)Nc1ccc2c(c1)C(=O)N(C)[C@@H]1CC[C@H](CC(=O)NCc3ccc(OC)cc3)O[C@H]1CO2 | 0.1
O=C(CC1CC1)N1[C@@H](CO)[C@@H]2c3ccccc3N(S(=O)(=O)c3ccccc3)C[C@@H]21 | 1.8
C[C@@H]1CCCCO[C@@H](CN(C)Cc2ccc(C(F)(F)F)cc2)[C@H](C)CN([C@@H](C)CO)C(=O)c2cc(NC(=O)Nc3ccc4c(c3)OCO4)ccc2O1 | -1.6
CCC(=O)N1CCCCN2[C@H](CO)[C@H](c3ccc(C#Cc4cccnc4)cc3)[C@H]2C1 | -1.1
O=S(=O)(N[C@H]1CC[C@H](CCn2cc(C3(O)CCCC3)nn2)O[C@H]1CO)c1ccc(Cl)cc1 | 1.4
C[C@H](CO)N1C[C@H](C)[C@H](CN(C)Cc2ccc(C(=O)Nc3ccccc3N)cc2)Oc2ccc(NS(=O)(=O)c3ccc(F)cc3)cc2CC1=O | 3.8
Cc1noc(C)c1S(=O)(=O)Nc1ccc2c(c1)C(=O)N([C@H](C)CO)C[C@H](C)[C@H](CN(C)C(=O)Nc1ccc(C(F)(F)F)cc1)OCCCC[C@@H](C)O2 | -1.9
COc1ccc(S(=O)(=O)Nc2cccc3c2O[C@@H](CN(C)C(=O)NC2CCCCC2)[C@H](C)CN([C@@H](C)CO)C3=O)cc1 | -1.9
O=C(O)C[C@H]1C[C@@H]2c3cc(NC(=O)C4CCC4)ccc3O[C@@H]2[C@H](CO)O1 | -1.9
C[C@H]1CN([C@@H](C)CO)C(=O)c2cc(NC(=O)Nc3ccccc3)ccc2O[C@H]1CN(C)C(=O)Nc1ccc(F)cc1 | 3.5
Cc1noc(C)c1S(=O)(=O)Nc1ccc2c(c1)CC(=O)N([C@@H](C)CO)C[C@@H](C)[C@H](CN(C)Cc1ccc(C(=O)O)cc1)O2 | -0.9
C[C@H]1CN([C@@H](C)CO)C(=O)CCCn2cc(nn2)CO[C@H]1CN(C)Cc1ccccc1C(=O)O | -1.6
N#C[C@H]1[C@@H](c2ccc(/C=C/c3ccccc3)cc2)[C@@H](CO)N1C(=O)C1CCCCC1 | -2.6
C[C@@H]1CN([C@H](C)CO)C(=O)c2cc(NC(=O)C3CCCCC3)ccc2O[C@@H](C)CCCCO[C@@H]1CN(C)C(=O)Nc1cccc2ccccc12 | 0.1
O=C(C[C@H]1C[C@H]2c3cc(NC(=O)Nc4ccccc4F)ccc3O[C@H]2[C@@H](CO)O1)NC1CCCCC1 | -1.5
COCC(=O)Nc1ccc2c(c1)OC[C@H](C)N(C(=O)Cc1cccnc1)C[C@@H](C)[C@@H](OC)CN(C)C2=O | 4.9

# From PubChem
